# Pf gametocyte – kills late stage P. falciparum gametocytes; P. falciparum stage V gametocytes, ATP luminescence, 24 h; inhibition, % at 10.9 µM; 150,000 tested, 0.065% active; AID 743093;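 active means inhibition above the mean plus 3 SD of compounds within the control limits, set per campaign, cut at about 38% in these data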;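 further: 0% = DMSO wells and 100% = medium only without gametocytes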
# Mcl1 Noxa PPI – Mcl-1/Noxa interaction inhibition | 220,000 tested, 1.5% active | AID 1022 | TR-FRET Mcl-1/Noxa peptide binding, 2 h | inhibition, % at 21.7 µM | Q07820;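 active means compounds that cut the protein-peptide binding signal by more than 50% relative to plate controls in a single-dose test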;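 further: His-tagged Mcl-1 with rhodamine Noxa BH3 peptide and terbium anti-His antibody; 0% = Mcl-1 plus Noxa peptide wells and 100% = peptide-only wells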
# Rac1 act GTP bind – human Rac1 activated mutant GTP binding change | GST-Rac1 activated beads, fluorescent GTP binding, flow cytometry; actives lie on both sides; 100% means binding = to untreated wells | percent activity (GTP binding), % at 10 µM | P63000 | 190,000 tested, 0.11% active;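 active means GTP binding at least 20 percentage points away from the 100% baseline, in either direction, so actives lie on both sides; inconclusive means Compound likely fluorescent itself, or too few beads counted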
# Rac1 wt modul – alters GTP binding to wildtype human Rac1 | AID 757 | 190,000 tested, 0.27% active | GST-Rac1 beads, fluorescent GTP binding, flow cytometry; actives lie on both sides; 0 = cold GTP competed, 100 = untreated | P63000 | GTP binding activity (% of control), % at 10 µM;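 active means GTP binding activity at least 20 points away from the 100% control level, either lower or higher; inconclusive means compound flagged as likely green fluorescent, judged across all proteins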
# Mcl1-Bid inh – Mcl-1/Bid interaction inhibition; AID 1021; inhibition, % at 21.7 µM; 220,000 tested, 0.97% active; TR-FRET Mcl-1/Bid-Dy647 peptide binding, 1536-well;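 active means compounds that cut the binding signal by more than half at the single screening dose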;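 further: His-tagged Mcl-1 with europium anti-His antibody binding Bid BH3 peptide; 0% = Mcl-1 plus peptide wells and 100% = peptide-only wells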
# Rab2 wt GTP – changes GTP binding to wildtype dog Rab2A, up or down; P61105; GTP binding activity, % at 10 µM; GST-Rab2 wt beads, Bodipy-GTP binding, flow cytometry; AID 760; 190,000 tested, 0.19% active;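 active means GTP binding activity at least 20 points away from 100%, either lowered or raised; inconclusive means signal likely due to the compound's own green fluorescence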;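 further: 0% = beads with excess unlabeled GTP and 100% = no-compound control corrected for plate trend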
# RGS8-Gao reg – modulates binding of RGS8 to human Galphao. P09471. multiplexed bead flow cytometry; actives lie on both sides. response (percent of control binding), % at 10 µM. 220,000 tested, 0.34% active. AID 1423; in the data active means response below about 60% or above about 140%; inactive means in between;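 further: Galphao activated as the GDP aluminium fluoride complex binding bead-coupled RGS8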
# Target sequence (P09471 whole entry, looked up): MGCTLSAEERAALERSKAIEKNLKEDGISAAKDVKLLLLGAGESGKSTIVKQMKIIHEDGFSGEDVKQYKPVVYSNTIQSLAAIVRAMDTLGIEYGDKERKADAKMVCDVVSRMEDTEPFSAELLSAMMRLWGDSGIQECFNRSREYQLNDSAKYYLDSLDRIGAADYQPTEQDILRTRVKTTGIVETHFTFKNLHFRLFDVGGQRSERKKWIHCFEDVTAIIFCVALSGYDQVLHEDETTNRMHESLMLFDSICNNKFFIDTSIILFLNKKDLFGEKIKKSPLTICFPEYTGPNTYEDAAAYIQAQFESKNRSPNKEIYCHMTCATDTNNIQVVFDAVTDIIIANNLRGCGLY
# HRas wt GTP – human HRas wildtype GTP binding, change in either direction; GTP binding activity, % at 10 µM; 190,000 tested, 0.14% active; GST-Ras wt beads, Bodipy-FL-GTP binding, flow cytometry; actives lie on both sides; P01112; AID 759;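 active means GTP binding activity at least 20% away from the 100% baseline, either lowered as inhibitor or raised as activator; inconclusive means flagged as likely green fluorescent, judged across all proteins in the well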;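 further: 0% = unlabeled GTP competition control and 100% = no-compound control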
# Target sequence (P01112 whole entry, looked up): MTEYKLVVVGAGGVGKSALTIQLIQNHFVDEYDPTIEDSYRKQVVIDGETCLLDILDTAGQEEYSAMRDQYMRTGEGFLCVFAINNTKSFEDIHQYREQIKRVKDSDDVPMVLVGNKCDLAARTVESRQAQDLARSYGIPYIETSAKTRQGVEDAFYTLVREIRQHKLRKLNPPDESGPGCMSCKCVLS
# Bim-Mcl-1 – inhibitors of Bim-Mcl-1 interaction, human; AID 1009; inhibition, % at 10 µM; 190,000 tested, 0.1% active; Bead-based flow cytometry, Bim peptide-Mcl-1 binding; in the data active means inhibition above about 40%;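 further: 0% = no compound tracer wells and 100% = peptide blocker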
# Rab7 wt GTP bind – modulators of GTP binding to dog Rab7 wildtype GTPase. GTP binding activity (percent of control), % at 10 µM. 190,000 tested, 0.055% active. GST-Rab7 beads, fluorescent GTP binding, flow cytometry; actives lie on both sides; untreated = 100%, excess cold GTP = 0%. AID 758;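 active means fluorescent GTP binding to Rab7 beads changed by at least 20 points from the 100% baseline, either direction, mostly lower; inconclusive means compound itself probably fluorescent, or too few beads counted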;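 further: median green fluorescence of bound Bodipy-FL-GTP per Rab7 bead population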
# Cdc42 wt – human Cdc42 wildtype GTP binding change, either direction; percent activity (GTP binding), % at 10 µM; GST-Cdc42 beads, Bodipy-GTP binding, flow cytometry; actives lie on both sides; 190,000 tested, 0.2% active; P60953;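 active means percent activity GTP binding at least 20 points away from the 100% baseline, either down as inhibitor or up as activator; inconclusive means compound flagged as likely green fluorescent from well-wide comparison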;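 further: median bead fluorescence of bound Bodipy-FL-GTP at 100 nM; 0% = excess unlabeled GTP control and 100% = no compound control; below 100% means less GTP binding so inhibitor and above means activator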
# Target sequence (P60953 whole entry, looked up): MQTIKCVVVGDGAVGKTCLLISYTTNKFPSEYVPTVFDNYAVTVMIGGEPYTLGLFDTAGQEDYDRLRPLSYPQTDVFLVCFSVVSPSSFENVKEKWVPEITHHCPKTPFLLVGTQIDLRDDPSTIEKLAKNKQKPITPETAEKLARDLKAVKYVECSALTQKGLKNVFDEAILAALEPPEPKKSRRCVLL
# Active calls of the source: *; u = inconclusive; x = not tested or not shown; & = joins results of further samples; [ ] = another dose, or the depositor's remark. Hits appear at their usual frequency; about 2.9% have a hit in one of these screens.
SMILES,Pf gametocyte,Mcl1 Noxa PPI,Rac1 act GTP bind,Rac1 wt modul,Mcl1-Bid inh,Rab2 wt GTP,RGS8-Gao reg,HRas wt GTP,Bim-Mcl-1,Rab7 wt GTP bind,Cdc42 wt
CC(C)=CCCC1(C)C=Cc2c(ccc3c2[nH]c2cc(O)c(C)cc23)O1 (stereo unspecified),x,-6,94,93,-21,95,102,94,-5,98,92
Cc1ncsc1CCSc1nc2ccccc2c(=O)n1C,-20,-1,98,102,11,100,101,100,-2,103,101
Cc1cc(NC(=O)CCN2C(=O)/C(=C\c3ccccc3Cl)SC2=S)no1,21,6,99,101,5,97,98,94,0,91,94
CC(C)c1ccc(NC(=O)C(c2ccccc2)N2CCN(C=O)CC2)cc1 (stereo unspecified),x,13,100,102,-3,101,101,100,0,97,105
O=C(O)c1ccc(N2C(=O)CC(Cc3ccccc3)C2=O)cc1 (stereo unspecified),2,-4,96,107,5,101,100,100,3,102,100
CC(=O)NC1=NN(C(C)=O)C(C)(c2ccccc2)S1 (stereo unspecified),10,42,96,96,-20,95,94,97,-4,96,96
CCCCOCCCNC(=O)c1cccc(OC)c1,0,-12,98,104,-1,101,78,100,-1,101,103
N=C(N)SCc1nc2ccccc2c(=O)n1-c1ccccc1,3&4,9&25,100&97,100&91,-12&-37,97&92,107&93,95&92,-3&0,95&95,102&96
Cc1nnc(SCC(=O)NNC(=O)c2ccc(Br)cc2)n1C,-2,-15,99,106,-2,101,102,101,0,101,102
CCC(=O)N1CCc2cc(S(=O)(=O)CCC(=O)Nc3cccc(C)n3)ccc21,-17,3,94,93,-5,96,102,96,-3,108,94
C=CCN1C(=O)[C@]2(c3ccccc31)C1CCCC=C1C(C#N)=C(N)C2(C#N)C#N (stereo partly specified),x,10,99,102,-16,99,102,101,-1,100,100
O=C(Cn1nc(-c2ccc3c(c2)OCCO3)ccc1=O)Nc1ccc(N2CCOCC2)cc1,x,20,102,106,-19,100,102,104,0,103,103
COc1ccc(S(=O)(=O)N2CCN(c3nc4ccccc4nc3-n3nc(C)cc3C)CC2)cc1,x,4,101,104,1,102,99,99,0,99,103
CNc1c([N+](=O)[O-])cnn1-c1ccc(F)cc1,6,7,91,99,-23,95,98,95,-3,90,99
CC(CNc1ccccc1O)C(=O)O (stereo unspecified),7,32,100,101,-111,99,81,101,-1,103,98
O=C(CC1C(=O)NCCN1Cc1ccc(-c2ccccc2)cc1)NCCOc1cccnc1 (stereo unspecified),-22,9,95,96,6,96,105,96,-2,98,97
COC(=O)[C@H](C)NC(=O)Nc1cccc(C)c1,7,12,99,102,-4,100,98,99,5,100,100
Cc1nc2c(-c3ccccc3)c(C)nn2c(C)c1CCC(=O)O,x,14,96,99,-18,96,99,95,2,93,100
O=c1cc(CSc2nnc(-c3cccs3)n2Cc2ccccc2)nc2sc3ccccc3n12,x,59*,97,98,-97,97,90,99,-1,99,99
Cc1ccccc1-n1c(=O)cc(N2CCC3(CC2)OCCO3)[nH]c1=O,2,10,95,101,-27,99,97,96,-5,96,98
CCCCC(CC)CNC(=O)/C=C/c1ccc(F)cc1 (stereo unspecified),x,10,101,102,0,102,103,100,-4,99,99
CCN(CC)S(=O)(=O)c1ccc(C)c(NC(=S)NNC(=O)C2CC2)c1,x,14,102,106,-38,101,104,102,-12,97,106
CCOc1ccc(/C=N/NC(=O)c2ccc(Cn3cc([N+](=O)[O-])cn3)o2)cc1,x,-5,94,93,5,94,102,96,-3,97,93
CCOC(=O)c1ccccc1NC(=O)Cn1c(-c2nonc2N)nc2ccccc21,6,20,98,103,5,100,102,100,-5,104,99
Cc1ccc(C(=O)NCCNc2ccc([N+](=O)[O-])cc2C(F)(F)F)cc1,9,2,99,100,-3,99,101,99,-3,94,98
CN(CCC#N)C(=O)COC(=O)c1ccccc1OCc1ccccc1Cl,-26,14,96,95,1,95,100,95,-1,93,93
CCOC(=O)N1CCN(C(=O)CN(Cc2ccccc2)S(C)(=O)=O)CC1,x,8,99,99,2,100,85,98,-1,101,101
O=c1c(Cc2c(F)cccc2Cl)c(O)ccn1C1CC1,-34,4,93,101,-29,98,99,98,3,98,96
CCOC(=O)c1noc(C)c1C(=O)Nc1nc(C)cc(C)n1,-17,0,95,97,3,95,106,99,-3,99,96
CC(=O)NCCC(=O)Nc1cc(F)ccc1C,-1,5,103,107,-6,104,98,102,1,102,102
COc1cc(OC)cc(C(=O)NCc2n[nH]c(=S)n2-c2ccccc2)c1,x,1,96,95,-16,96,100,96,-4,94,96
CC(=O)OC1COC(N2CCc3ccccc32)C(OC(C)=O)C1OC(C)=O (stereo unspecified),-5,21,103,101,-37,102,98,101,5,97,104
COc1ccc(-c2cn3c(n2)CCC3)cc1,x,22,102,108,-20,108,96,107,-3,100,106
O=C(CCn1ccc([N+](=O)[O-])n1)Nc1nccs1,-28,22,95,100,-31,99,100,98,0,98,97
CCOC(=O)C1=C(CSc2nc(C)cc(C)c2C#N)OC(N)=C(C#N)C1c1ccccc1 (stereo unspecified),21,12,96,96,-14,96,100,99,-4,96,98
COc1ccc(N2CCN(C(=O)c3ccc(NS(=O)(=O)c4ccccc4)cc3)CC2)cc1,-33,21,98,104,-25,98,101,100,-6,99,99
Cc1cc(NCc2ccco2)n2ncnc2n1,15,11,101,107,-36,99,106,100,-4,101,104
O=C(COC(=O)Cc1c(Cl)cccc1Cl)NCC1CCCO1 (stereo unspecified),-23,13,96,97,-4,94,111,94,-5,94,95
CCc1cc(C(=O)N2CCOCC2)c(NC2=NS(=O)(=O)c3ccccc32)s1,x,18,94,97,-2,99,99,96,1,101,97
COc1ccccc1CN1CCNC(=O)C1CC(=O)O (stereo unspecified),22,4,95,99,-2,101,98,97,0,103,93
CCCC1=C(C(=O)OCC)C(/C=C/c2ccccc2)n2ncnc2N1 (stereo unspecified),x,4,96,99,-2,97,93,96,x,98,95
COc1ccc(OCC(=O)Nc2ccc(N3CCCCC3)cc2)cc1,-1,20,95,99,-45,94,103,95,0,96,95
O=C(c1ccc2ccccc2c1)N1CCN(c2ccc(C(F)(F)F)cn2)CC1,x,8,97,99,-6,97,100,100,0,99,101
O=C(O)c1cc2cc(Cl)cc(Cl)c2oc1=O,24,15,99,99,7,98,102,99,-2,99,98
COc1ccc(NC(=O)CN(C)CC(=O)Nc2ccccc2SC)cc1,6,18,97,102,51*,97,101,99,-3,101,97
Cc1sc(NC(=O)/C=C/c2ccco2)c(C(=O)OC(C)C)c1C,-20,-1,100,103,-7,98,97,101,-5,102,101
Cc1ccc(NC(=O)C2CCCO2)cc1[N+](=O)[O-] (stereo unspecified),5,-3,101,108,5,100,102,101,-3,102,103
COc1cccc2cc(C(=O)Nc3cccnc3N3CCOCC3)c(=O)oc12,5,12,99,98,-11,98,100,98,1,98,100
Cc1nnc(C)c2c(C)n(C(c3ccccc3)c3ccccc3)c(C)c12,x,7,98,100,-41,101,100,101,-1,98,101
Cc1ccccc1NC(=O)CCC(=O)N/N=C/c1cc([N+](=O)[O-])ccc1O,2,-29,98,103,-44,95,95,98,-1,98,99

# (next part)
SMILES,Pf gametocyte,Mcl1 Noxa PPI,Rac1 act GTP bind,Rac1 wt modul,Mcl1-Bid inh,Rab2 wt GTP,RGS8-Gao reg,HRas wt GTP,Bim-Mcl-1,Rab7 wt GTP bind,Cdc42 wt
COc1cc(/C=N/N2CCN(C3c4ccccc4-c4ccccc43)CC2)cc(OC)c1O,x,43,100,105,-12,99,98,100,2,97,102
COc1ccc(-c2nnn(CC(=O)N(CC(=O)NCCC(C)C)c3ccccc3)n2)cc1OC,0,-21,99,101,-16,97,104,99,3,98,101
Cc1nnc(SCC(=O)c2ccc(S(=O)(=O)N3CCOCC3)cc2)n1-c1ccccc1,21,29,u,u,35,u,100,u,0,u,u
O=C(O)C1CC(=O)N(C2CCCCCC2)C1 (stereo unspecified),-17,8,98,101,5,97,101,99,1,97,97
Cc1ccc(C(=O)Nc2nc(C)c(C(=O)Nc3ccc4c(c3)CCC4)s2)cc1,-14,-38,96,101,-3,97,104,99,-5,94,98
O=C(CP(=O)(c1ccccc1)c1ccccc1)N/N=C/c1cc(Br)cc(Br)c1O,-5,15,93,93,-47,93,99,92,-1,92,97
CC(C)C12CN3CC(C(C)C)(CN(C1)C3(C)C)C2=O,-14,4,97,98,-16,100,99,98,0,102,98
Cc1cccc(C)c1NC(=O)NC1CC2CCC(C1)N2Cc1cccs1 (stereo unspecified),x,-4,96,97,-18,97,105,97,-1,94,97
CCC(CC)NC(=O)COC(=O)c1ccc(OCc2ccc(C(C)=O)cc2OC)c(OC)c1,x,15,100,100,-21,100,107,98,-2,103,99
O=C(C[n+]1cccc(CNC(=O)c2ccc(OC(F)F)cc2)c1)Nc1ccccc1Cl,15,12,u,u,-3,u,100,u,-5,u,u
CCOc1ccccc1C1C(C(=O)OC)=C(N)OC2=C1C(=O)CCC2 (stereo unspecified),x,11,110,133*[activator],-28,118,111,116,-1,111,125*[activator]
Cc1ccc(CN(c2ccc(C(=O)NCc3ccccn3)cc2)S(C)(=O)=O)cc1,8,-14,97,106,-12,107,107,108,0,106,105
CCN(CC)CCn1c(=N)n(CC(O)c2ccco2)c2ccccc21 (stereo unspecified),-8,3,102,108,-42,99,105,104,-5,105,102
CC(=O)COc1ccc2c(-c3ccccc3)cc(=O)oc2c1,9,-14,102,103,-11,100,98,102,0,102,100
CC(=O)c1cc(CC=C(C)C)c(O)cc1O,-16,4,95,96,-63,97,98,98,-2,96,97
Cc1cc(-c2cccc([N+](=O)[O-])c2)nc2ccc3ccccc3c12,9,3,100,100,0,100,99,101,-2,97,100
Cc1cc(C)cc(N=Cc2c(O)c3ccccc3oc2=O)c1,8,5,97,102,-1,101,97,100,-2,106,101
Oc1cc2ccccc2cc1-c1nnc2n1-c1ccccc1SC2,x,13,100,108,1,106,100,106,-5,106,107
CCOc1ccc(CC(=O)N2CCN=C2SC)cc1,6,6,95,95,-26,93,100,96,1,95,99
Nc1ccc(C(=O)O)cc1[N+](=O)[O-],x,17,95,95,-6,93,100,93,-2,96,93
C/C(=N\NC(=O)CCCCCNC(=O)c1ccccc1)c1ccccc1O,x,4,98,102,6,97,104,97,-2,95,96
